Bioassay records (PubChem BioAssay)
NCOA1 inh: human NCOA1 inhibition. Q15788. inhibition, % at 3.6 µM. AID 588354. 0.12% of 360,000 active. HEK293 GAL4-SRC1 luciferase reporter, luminescence;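 active means inhibition above the campaign mean plus 3 SD, with each screening campaign given its own cutoff, cut at about 60% in these data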;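 further: 0% = DMSO treated cells and 100% = gossypol at 36 µM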
Target sequence (Q15788 whole entry, looked up, the tested form may be a part): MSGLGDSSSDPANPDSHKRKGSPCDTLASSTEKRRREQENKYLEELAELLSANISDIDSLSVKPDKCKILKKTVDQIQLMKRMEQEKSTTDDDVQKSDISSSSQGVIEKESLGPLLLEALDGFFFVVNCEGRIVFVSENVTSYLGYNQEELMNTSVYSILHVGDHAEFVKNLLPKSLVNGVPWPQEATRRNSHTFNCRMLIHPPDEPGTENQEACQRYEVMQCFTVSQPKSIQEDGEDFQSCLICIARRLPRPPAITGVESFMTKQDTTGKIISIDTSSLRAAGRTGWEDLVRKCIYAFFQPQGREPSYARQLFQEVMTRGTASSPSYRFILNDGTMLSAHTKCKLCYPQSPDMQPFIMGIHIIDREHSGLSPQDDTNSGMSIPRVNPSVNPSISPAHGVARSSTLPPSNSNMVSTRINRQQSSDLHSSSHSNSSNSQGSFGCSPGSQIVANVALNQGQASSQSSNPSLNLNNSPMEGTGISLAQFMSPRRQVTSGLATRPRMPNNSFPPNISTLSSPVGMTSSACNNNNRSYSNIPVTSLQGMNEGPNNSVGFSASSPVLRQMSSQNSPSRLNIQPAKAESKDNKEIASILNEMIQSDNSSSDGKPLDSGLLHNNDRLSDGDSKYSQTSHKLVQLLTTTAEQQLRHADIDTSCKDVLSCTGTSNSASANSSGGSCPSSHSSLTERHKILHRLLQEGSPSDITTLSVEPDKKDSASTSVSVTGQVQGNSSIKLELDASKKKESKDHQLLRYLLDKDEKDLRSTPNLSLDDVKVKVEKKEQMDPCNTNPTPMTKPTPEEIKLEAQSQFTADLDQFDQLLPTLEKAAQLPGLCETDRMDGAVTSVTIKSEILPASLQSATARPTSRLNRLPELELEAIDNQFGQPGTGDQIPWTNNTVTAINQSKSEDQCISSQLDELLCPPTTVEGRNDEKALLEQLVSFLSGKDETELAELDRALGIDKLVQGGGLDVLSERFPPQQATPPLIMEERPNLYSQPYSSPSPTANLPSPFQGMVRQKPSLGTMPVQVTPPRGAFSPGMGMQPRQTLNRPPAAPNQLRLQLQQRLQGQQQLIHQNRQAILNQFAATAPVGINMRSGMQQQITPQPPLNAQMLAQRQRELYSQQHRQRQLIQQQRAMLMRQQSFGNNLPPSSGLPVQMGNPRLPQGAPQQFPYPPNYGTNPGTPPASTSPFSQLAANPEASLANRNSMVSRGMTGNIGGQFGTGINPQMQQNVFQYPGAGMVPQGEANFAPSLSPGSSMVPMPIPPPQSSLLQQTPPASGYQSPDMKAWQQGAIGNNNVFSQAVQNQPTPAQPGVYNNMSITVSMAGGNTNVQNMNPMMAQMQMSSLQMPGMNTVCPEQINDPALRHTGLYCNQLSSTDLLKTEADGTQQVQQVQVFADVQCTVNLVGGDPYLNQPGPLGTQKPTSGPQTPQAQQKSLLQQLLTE
NCOA3 inh: human NCOA3 inhibition | Q9Y6Q9 | AID 588352 | 0.17% of 360,000 active | inhibition, % at 3.6 µM | HEK293 GAL4-SRC3 luciferase reporter, luminescence;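 active means inhibition above a per-campaign cutoff, the mean of all compounds plus 3 SD, cut at about 60% in these data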;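 further: 0% = DMSO-treated cells and 100% = gossypol-treated cells at 36 µM; higher means less SRC3-driven luciferase light from the GAL4 reporter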
TLR9-MyD88 block: blocks human TLR9 binding to MyD88. inhibition, % at 4.98 µM. CHO BLA complementation TLR9-MyD88, CCF4 FRET ratio. 0.21% of 340,000 active;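 active means inhibition above the mean over all tested compounds plus 3 SD, cut at about 21% in these data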;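 further: 0% = DMSO only wells and 100% = clavulanate BLA inhibitor control wells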
ABHD5 PLIN5 PPI: blocks binding of human ABHD5 to perilipin-5; Split G. princeps luciferase complementation, luminescence, 4 h; inhibition, % at 4 µM; Q00G26+Q8WTS1; 0.78% of 360,000 active;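 active means inhibition above the mean inhibition across every tested compound plus 3 SD, cut at about 22% in these data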;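 further: 0% = DMSO only wells and the 100% control is not disclosed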
NOD2 RIPK2 PPI: inhibitors of human NOD2-RIPK2 interaction | O43353 | CHO BLA complementation NOD2-RIPK2, CCF4 ratio | inhibition, % at 4.98 µM | 0.38% of 360,000 active | AID 624267; in the data active means inhibition above about 21%;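 further: 0% = vehicle only and 100% = reference blocker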
SRC2 inh: inhibits human steroid receptor coactivator 2; Q15596; HEK293 GAL4-SRC2 luciferase reporter, luminescence; inhibition, % at 9 µM; 0.17% of 370,000 active;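 active means inhibition above the mean inhibition of all tested compounds plus 3 SD, set per campaign, cut at about 52% in these data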;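 further: 0% = DMSO treated cells and 100% = cells given Gossypol at 36 µM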
TROY signal inh: inhibitors of TROY-dependent NF-kB signaling; AID 1347056; 0.98% of 360,000 active; inhibition, % at 10 µM; Q293 LMP1-TROYcd NF-kB luciferase reporter, 4 h;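 active means compounds whose plate-normalised and pattern-corrected inhibition of the luciferase reporter signal at the single screening dose is 50% or more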
LRH-1 inv ag: suppresses constitutive activity of human LRH-1; HEK293T StAR-luciferase reporter, LRH-1 transfected, 24 h; inhibition, % at 3.6 µM; O00482; 0.13% of 360,000 active;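 active means inhibition above the mean inhibition of all tested compounds plus 3 SD, cut at about 73% in these data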;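 further: 0% = DMSO wells and 100% = reporter-only cells lacking LRH-1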
Exocytosis inh: blocks lytic granule exocytosis. inhibition, % at 10 µM. 0.66% of 360,000 active. TALL-104 LAMP-1 surface exposure, flow cytometry; cells stimulated with thapsigargin and PMA. AID 651702;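 active means inhibition above about 55%, limit read from the data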
NR2F2 inh: NR2F2 (human) inhibition, primary screen | 0.7% of 370,000 active | inhibition, % at 8.6 µM | P24468 | HEK293T NGFI-A luciferase reporter, luminescence;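 active means inhibition above a per-plate cutoff, mean inhibition of test wells between control levels plus 3 SD, cut at about 38% in these data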;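 further: cells cotransfected with COUP-TFII expression vector driving the NGFI-A reporter; 0% = median of COUP-TF2 test wells and 100% = reporter-only cells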
TWEAK Fn14 block: blocks TWEAK-Fn14 interaction in a reporter cell assay | inhibition, % at 10 µM | 2% of 360,000 active | TWEAK-stimulated Fn14 reporter cells, luciferase luminescence, 8 h; in the data active means inhibition above about 50%
The depositor's hits bear a star; . = not tested or not shown. Some of the compounds tested, so the mix of outcomes need not match the whole.

Field names: A = NCOA1 inh; B = NCOA3 inh; C = TLR9-MyD88 block; D = ABHD5 PLIN5 PPI; E = NOD2 RIPK2 PPI; F = SRC2 inh; G = TROY signal inh; H = LRH-1 inv ag; I = Exocytosis inh; J = NR2F2 inh; K = TWEAK Fn14 block
Cc1ccc(-c2nc(N)n(S(C)(=O)=O)n2)cc1
  A: -20	B: -24	C: 2	D: -5	E: -4	F: -53	G: 1	H: -21	I: 5	J: 0	K: -2
COc1cccc(-c2nc(CS(=O)CC(=O)NC(C)CCc3ccccc3)c(C)o2)c1 (stereo not given)
  A: 10	B: 7	C: 4	D: 5	E: -4	F: -13	G: -12	H: 12	I: -1	J: 9	K: -4
Cc1cccc(NC(=O)[C@@H](NC(=O)[C@@H]2Cc3ccccc3CN2)C(C)C)c1
  A: -11	B: -1	C: -9	D: 0	E: -5	F: 3	G: -9	H: -7	I: -2	J: -23	K: 0
COc1ccc(N2Cc3cccc(C(=O)N4CCOCC4)c3C2=O)cc1
  A: -3	B: 14	C: -13	D: 1	E: -16	F: -5	G: -13	H: -12	I: 1	J: 5	K: -10
CC1(c2ccc(OC(F)F)cc2)NC(=O)N(CC(=O)Nc2ccc3[nH]c(=O)[nH]c3c2)C1=O (stereo not given)
  A: -14	B: -1	C: 3	D: 1	E: 1	F: 11	G: 16	H: 9	I: -6	J: 15	K: -2
CCN(CC)CCNC(=O)C1c2cc(OC)c(OC)cc2C(=O)N(C)C1c1cccs1 (stereo not given)
  A: 6	B: 14	C: -10	D: -5	E: -7	F: 12	G: 17	H: 8	I: 10	J: -6	K: 9
CCOC(=O)N1CCN(C(=O)CSc2nc3c(cnn3-c3ccc(Cl)cc3)c(=O)[nH]2)CC1
  A: -2	B: 6	C: 7	D: -6	E: 0	F: 5	G: -16	H: 3	I: 10	J: 8	K: 11
N#CC1=C(N)Oc2cc(N)ccc2C1C1CCCCC1 (stereo not given)
  A: 12	B: 23	C: -7	D: 0	E: -5	F: 16	G: 1	H: 3	I: 1	J: 11	K: 19
COCCNC(=O)c1ccccc1NC(=O)c1ccc(Cl)c(S(=O)(=O)Nc2ccc(C)cc2C)c1
  A: 4	B: 6	C: -4	D: 2	E: -2	F: -7	G: 14	H: -12	I: 0	J: 3	K: 3
CC(=O)NS(=O)(=O)c1ccc(NC(=O)CCC2CCCC2)cc1
  A: -9	B: -7	C: 1	D: 6	E: -2	F: -5	G: -15	H: 3	I: 0	J: -1	K: 13
CC(=O)Nc1ccc(NC(=O)c2cc(C)nn2-c2ccccc2)cc1
  A: -6	B: 3	C: -8	D: -2	E: 3	F: 4	G: -12	H: -16	I: 0	J: -1	K: 2
CSCC[C@H](NC(=O)Nc1ccc(Oc2ccccc2)cc1)C(=O)O
  A: -8	B: 1	C: 11	D: -4	E: -6	F: 13	G: -4	H: 4	I: -2	J: 2	K: -6
O=C1Nc2ccccc2-n2nnnc2C1N1CCN(c2cccc(C(F)(F)F)n2)CC1 (stereo not given)
  A: .	B: .	C: .	D: 0	E: 1	F: 16	G: .	H: 30	I: -8	J: -2	K: .
CCOC(=O)c1cc2[nH]c3ccccc3c2[n+](-c2ccc([N+](=O)[O-])cc2)c1C
  A: 11	B: -2	C: -4	D: 0	E: -3	F: -18	G: -5	H: 10	I: 1	J: -1	K: -31
COc1ccc(CN2CCn3ncc(C(=O)Nc4ccccc4)c3C2=O)cc1
  A: -44	B: -11	C: -1	D: -14	E: 22*	F: -23	G: 6	H: -45	I: -2	J: -8	K: -13
Fc1ccccc1/C=N/Nc1ncnc2ccccc12
  A: -83	B: -96	C: -4	D: -5	E: -2	F: -53	G: -44	H: -81	I: -5	J: -24	K: 22
CCCCn1c(=N)n(CC(O)COc2ccc(C)cc2)c2ccccc21 (stereo not given)
  A: 5	B: 15	C: -6	D: 7	E: 1	F: 18	G: 2	H: 8	I: 3	J: -10	K: -24
CCOc1ccc(NS(=O)(=O)c2cccs2)cc1S(=O)(=O)N1CCCC1
  A: 12	B: 8	C: -2	D: 6	E: -5	F: -40	G: -4	H: 4	I: 1	J: -17	K: 8
Cc1c(C(=O)O)sc(S(=O)(=O)N2CCN(C(=O)CC(C)c3ccccc3)CC2)c1C(=O)O (stereo not given)
  A: -26	B: -1	C: 3	D: 4	E: -8	F: -12	G: 5	H: -8	I: -13	J: -14	K: -4
CCN(CC(=O)Nc1cc(Cl)ccc1C)C(=O)CCc1nc2ccccc2c(=O)[nH]1
  A: 14	B: -2	C: -7	D: 5	E: 9	F: -22	G: 7	H: 9	I: -2	J: 4	K: 1
O=C1C2CCCCC2C(=O)N1c1ccc(NC2CCCCC2)c([N+](=O)[O-])c1 (stereo not given)
  A: 5	B: 11	C: -9	D: -13	E: 2	F: 6	G: -30	H: 9	I: -2	J: 4	K: -3
O=C(Cn1ccc2ccccc2c1=O)NCCC(=O)Nc1cccc(Cl)c1
  A: -1	B: 4	C: 1	D: 3	E: -8	F: .	G: -7	H: -22	I: -1	J: .	K: 42
c1ccc(OCCOCCSc2ncccn2)cc1
  A: -34	B: -17	C: -3	D: -1	E: -11	F: -20	G: -38	H: -47	I: 2	J: -12	K: -13
Cc1cc(Nc2cc(C)on2)n2ncnc2n1
  A: -2	B: 9	C: -8	D: 4	E: -6	F: -27	G: 0	H: 0	I: -2	J: 1	K: 6
Cc1cccc(C)c1OCC(=O)Nc1ccc(S(=O)(=O)Nc2ccccn2)cc1
  A: 8	B: 24	C: 0	D: 2	E: -3	F: 10	G: 13	H: -23	I: 3	J: -5	K: 14
Cc1ccc(F)c([C@H]2C3C=CCC(c4ccccc4)C3C(=O)N2Cc2ccccc2)c1 (stereo not given in full)
  A: -3	B: -4	C: -7	D: -14	E: -5	F: 21	G: 13	H: -27	I: 42	J: 4	K: 15
Cc1cc(Cl)ccc1C(O)c1ncc(-c2ccc(F)cc2)[nH]1 (stereo not given)
  A: 12	B: 16	C: .	D: -12	E: -8	F: .	G: -3	H: -9	I: 0	J: .	K: -1
Cc1cccc(C)c1OCCN1C(=O)NC(C)(c2ccccc2)C1=O (stereo not given)
  A: -1	B: 12	C: 2	D: -7	E: -11	F: -3	G: 6	H: 7	I: -7	J: -2	K: -9
CCCCNC(=S)NNC(=O)c1csc2c1CCC(C)C2 (stereo not given)
  A: -10	B: 3	C: 5	D: -10	E: -2	F: -6	G: -5	H: -13	I: -2	J: -10	K: -10
O=C(O)C1CCCN1S(=O)(=O)c1ccc2ccccc2c1 (stereo not given)
  A: 0	B: 11	C: -7	D: 5	E: -4	F: 8	G: -4	H: 17	I: -4	J: -11	K: -15

Part of the list above, reformatted:
Value order: NCOA1 inh	NCOA3 inh	TLR9-MyD88 block	ABHD5 PLIN5 PPI	NOD2 RIPK2 PPI	SRC2 inh	TROY signal inh	LRH-1 inv ag	Exocytosis inh	NR2F2 inh	TWEAK Fn14 block
Cc1cccc(C)c1OCC(=O)Nc1ccc(S(=O)(=O)Nc2ccccn2)cc1
→ 8	24	0	2	-3	10	13	-23	3	-5	14
Cc1ccc(F)c([C@H]2C3C=CCC(c4ccccc4)C3C(=O)N2Cc2ccccc2)c1 (stereo not given in full)
→ -3	-4	-7	-14	-5	21	13	-27	42	4	15

The listing continues:
Field names: A = NCOA1 inh; B = NCOA3 inh; C = TLR9-MyD88 block; D = ABHD5 PLIN5 PPI; E = NOD2 RIPK2 PPI; F = SRC2 inh; G = TROY signal inh; H = LRH-1 inv ag; I = Exocytosis inh; J = NR2F2 inh; K = TWEAK Fn14 block
CN(Cc1ccccc1)C(=O)c1cccc(NC(=O)Cc2ccc(NC(=O)C3CCCN(C(=O)C4CC4)C3)cc2)c1 (stereo not given)
  A: 6	B: 0	C: 0	D: 0	E: -1	F: -22	G: -6	H: -6	I: -3	J: -3	K: -2
CC(C)(C)c1ccc(O)c(O)c1
  A: -32	B: -6	C: -8	D: -2	E: 2	F: 13	G: -12	H: -20	I: 7	J: 9	K: 2
Cn1c(=O)c2c(nc(-n3ccnc3)n2Cc2ccc([N+](=O)[O-])cc2)n(C)c1=O
  A: 4	B: -4	C: -1	D: 2	E: -4	F: -17	G: 5	H: 13	I: 24	J: -13	K: 5
COc1ccc(-c2noc(CSc3ccc(C)cc3)n2)cc1
  A: 7	B: 1	C: -2	D: -4	E: -9	F: 3	G: -15	H: 12	I: -4	J: 12	K: -26
NC(=O)CCS(=O)(=O)CCN1CCCCC1
  A: -7	B: 16	C: -5	D: 1	E: 7	F: -10	G: -6	H: 4	I: 3	J: -5	K: -9
CCCOc1ccc(-c2c(C(=O)N/N=C/c3ccsc3)nnn2-c2nonc2N)cc1
  A: 11	B: 13	C: 8	D: 0	E: -6	F: 11	G: 7	H: -1	I: -3	J: 6	K: -11
O=C(NCCN1C(=O)S/C(=C\c2ccc(F)cc2)C1=O)c1cccc(S(=O)(=O)N2CCOCC2)c1
  A: -23	B: -17	C: 3	D: -7	E: 8	F: -11	G: -55	H: -9	I: 0	J: -4	K: -5
COc1ccc(OC)c(NC(=O)CSc2ccc3nnc(-c4ccccn4)n3n2)c1
  A: -31	B: 6	C: 1	D: 3	E: 3	F: 9	G: 6	H: -19	I: 8	J: 5	K: -2
c1ccc2c(CSc3nnc(-c4ccncc4)o3)cccc2c1
  A: -4	B: -11	C: 7	D: -5	E: -7	F: -11	G: -18	H: -14	I: -3	J: 6	K: -33
CCCCCOC(=O)C(C)c1c(C)[nH]c(=S)[nH]c1=O (stereo not given)
  A: 1	B: 6	C: 3	D: -7	E: -1	F: -1	G: 0	H: -2	I: 0	J: 5	K: -4
O=C(/C=C/c1ccc(S(=O)(=O)N2CCOCC2)cc1)NC(=S)NCCCn1ccnc1
  A: -4	B: -32	C: -9	D: 6	E: -3	F: 7	G: 9	H: -31	I: -1	J: -10	K: 14
Cn1c(=S)[nH]c2c(c1=O)C(C)(C)Cc1ccccc1-2
  A: -8	B: 8	C: 1	D: 0	E: -1	F: -15	G: 8	H: 14	I: -4	J: -11	K: -4
CC(C)N1C(=O)c2ccccc2NC(=O)C1C(=O)NCc1cccc(C(F)(F)F)c1 (stereo not given)
  A: .	B: .	C: .	D: 2	E: -1	F: -9	G: .	H: 9	I: -3	J: -3	K: .
O=c1c(F)cn(C2CCCO2)c(=O)n1Cc1ccccc1Cl (stereo not given)
  A: 3	B: 8	C: 10	D: 0	E: 5	F: 3	G: 17	H: -6	I: -2	J: 13	K: -12
CSCCCN1CCC(n2nccc2NC(=O)CCCc2ccccc2)CC1
  A: 9	B: -23	C: 1	D: 2	E: 2	F: -17	G: 17	H: -13	I: -16	J: 5	K: -5
